From PubChem
PAFAH2 FP inh: PAFAH2 (human) inhibition; recombinant PAFAH2, FP-rhodamine activity probe, fluorescence polarization; inhibition, % at 3.39 µM; 340,000 tested, 0.99% active;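 active means inhibition above the mean over all tested compounds plus 3 SD, cut at about 30% in these data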;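 further: inhibitors block probe labeling of enzyme so polarization drops; 0% = enzyme with DMSO and 100% = wells lacking PAFAH2 protein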
pPAFAH inh: pPAFAH (human) enzyme inhibition. Q13093. recombinant pPAFAH, FP-rhodamine probe fluorescence polarization. inhibition, % at 3.39 µM. 330,000 tested, 1.5% active. AID 463082;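 active means inhibition above the mean inhibition across the screen plus 3 SD, cut at about 25% in these data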;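 further: inhibitors block binding of the rhodamine activity-based probe so polarization drops; 0% = enzyme with DMSO and 100% = wells lacking pPAFAH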
Target sequence (Q13093 whole entry, looked up): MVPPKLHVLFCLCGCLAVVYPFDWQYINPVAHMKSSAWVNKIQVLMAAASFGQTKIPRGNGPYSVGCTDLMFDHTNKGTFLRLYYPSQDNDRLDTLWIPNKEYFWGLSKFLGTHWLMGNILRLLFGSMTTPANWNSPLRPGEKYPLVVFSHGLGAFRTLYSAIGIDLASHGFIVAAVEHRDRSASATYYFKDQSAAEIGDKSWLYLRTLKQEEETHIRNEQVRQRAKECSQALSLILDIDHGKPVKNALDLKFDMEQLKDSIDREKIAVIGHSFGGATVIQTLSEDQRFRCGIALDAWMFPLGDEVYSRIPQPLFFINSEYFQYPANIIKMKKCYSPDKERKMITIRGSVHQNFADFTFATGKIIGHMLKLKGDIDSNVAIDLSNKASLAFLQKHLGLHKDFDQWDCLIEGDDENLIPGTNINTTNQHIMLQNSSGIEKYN
PREPL inhibitor: inhibitors of human prolyl oligopeptidase-like enzyme PREPL; Q4J6C6; recombinant PREPL, fluorescence polarization activity-based probe; inhibition, % at 5.96 µM; 320,000 tested, 0.68% active; in the data active means inhibition above about 43%;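 further: 0% = enzyme with DMSO and 100% = wells lacking enzyme; many of its hits are not listed in these tables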
PAFAH1B3 FP inh: PAFAH1B3 (human) inhibition | recombinant PAFAH1B3, FP-rhodamine probe, fluorescence polarization | inhibition, % at 3.39 µM | Q15102 | AID 492972 | 340,000 tested, 0.28% active;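 active means inhibition above the screen-wide average of all tested compounds plus 3 SD, cut at about 25% in these data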;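 further: 0% = enzyme with DMSO only and 100% = wells lacking PAFAH1B3 protein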
PAD4 FP inh: inhibitors of human PAD4; inhibition, % at 6.36 µM; AID 485272; Q9UM07; recombinant PAD4, RCA probe fluorescence polarization; 330,000 tested, 0.41% active;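 active means percent inhibition above a cutoff equal to the mean of all tested compounds plus 3 SD, cut at about 15% in these data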;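 further: 0% = PAD4 with RCA probe and DMSO and 100% = probe without PAD4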
LYPLA1 inh: counter-screen for PME1 inhibitors: inhibitors of human LYPLA1; recombinant LYPLA1, FP-Rh probe fluorescence polarization; inhibition, % at 5.9 µM; 320,000 tested, 0.16% active; AID 2174;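 active means inhibition above the mean of all tested compounds plus 3 SD, set per campaign, cut at about 14% in these data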;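 further: inhibitors block serine hydrolase probe labeling of LYPLA1 so polarization falls; 0% = enzyme with DMSO and 100% = wells lacking LYPLA1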
Target sequence (O75608 whole entry, looked up): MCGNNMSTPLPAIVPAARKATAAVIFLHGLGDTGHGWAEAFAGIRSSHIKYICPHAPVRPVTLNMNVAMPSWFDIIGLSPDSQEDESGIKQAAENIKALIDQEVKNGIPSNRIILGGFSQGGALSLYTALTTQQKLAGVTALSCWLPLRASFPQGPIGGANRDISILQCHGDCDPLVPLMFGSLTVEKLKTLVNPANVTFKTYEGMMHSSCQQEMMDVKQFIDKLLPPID
GSTO1 inh: blocks human GSTO1 in RBBP9 counter-screen; AID 1974; recombinant GSTO1, activity-based probe fluorescence polarization; 300,000 tested, 1.1% active; inhibition, % at 5.96 µM; P78417;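 active means inhibition above the campaign mean inhibition plus 3 SD, cut at about 35% in these data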;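 further: 0% = GSTO1-1 with DMSO and 100% = wells lacking GSTO1-1 enzyme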
PAFAH1B2 FP inh: PAFAH1B2 (human) inhibition; AID 492953; inhibition, % at 3.39 µM; P68402; recombinant PAFAH1B2, FP-rhodamine activity probe, fluorescence polarization; 340,000 tested, 1.2% active;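 active means inhibition above the mean of all tested compounds plus 3 SD, cut at about 24% in these data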;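 further: 0% = enzyme with DMSO and 100% = wells lacking PAFAH1B2; many of its hits are not listed in these tables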
Target sequence (P68402 whole entry, looked up): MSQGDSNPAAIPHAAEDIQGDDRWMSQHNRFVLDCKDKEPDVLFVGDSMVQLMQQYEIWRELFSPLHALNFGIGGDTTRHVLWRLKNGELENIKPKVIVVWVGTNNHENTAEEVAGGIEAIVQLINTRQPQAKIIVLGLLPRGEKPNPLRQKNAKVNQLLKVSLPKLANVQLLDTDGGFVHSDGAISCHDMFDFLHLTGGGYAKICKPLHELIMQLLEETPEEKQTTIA
LYPLA2 inh: counter-screen for PME1 inhibitors: inhibitors of human LYPLA2. O95372. recombinant LYPLA2, FP-Rh probe fluorescence polarization. inhibition, % at 5.9 µM. 320,000 tested, 0.38% active;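 active means inhibition above the screen-wide mean plus 3 SD, limit set per campaign, cut at about 26% in these data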;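 further: 0% = LYPLA2 with DMSO and 100% = wells lacking LYPLA2 enzyme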
The depositor's hits bear a star; x = not tested or not shown. A portion of the library; the hit share may differ from the screen's.

Sequence of screens: PAFAH2 FP inh	pPAFAH inh	PREPL inhibitor	PAFAH1B3 FP inh	PAD4 FP inh	LYPLA1 inh	GSTO1 inh	PAFAH1B2 FP inh	LYPLA2 inh
- CCOc1cc(C(=O)NCCN2C(=O)S/C(=C\c3cccnc3)C2=O)cc(OCC)c1OCC
→ -2	3	2	-3	-1	-3	5	-2	0
- COc1ccc2c(c1)C(SCC(=O)NCc1ccccc1)CC(C)(C)O2 (centres undefined)
→ -2	4	6	6	0	-1	2	-7	-1
- CCNC(=S)N1CCN(c2ccccc2OCC)CC1
→ 5	-1	12	13	-5	4	-2	-1	1
- COc1ccc(C(CCNCc2ccccc2)c2ccc(F)cc2)cc1 (centres undefined)
→ -10	-3	15	3	-4	-10	2	0	2
- Cc1cccc(-n2nnc(C(=O)NC3CCCc4ccccc43)c2N)c1 (centres undefined)
→ -6	4	5	1	-2	-2	-1	6	2
- COCCCNC(=O)Cn1ncc2c(=O)oc3ccccc3c21
→ 1	5	-2	5	-6	1	5	8	0
- COc1ccc(S(=O)(=O)c2ccc(OC)cc2)cc1
→ 0	1	7	-9	3	1	2	2	2
- CCc1noc(C)c1C(=O)N(CC)c1nc2c(C)cccc2s1
→ -7	4	4	1	-3	-1	9	3	3
- Cc1csc(NC(=O)c2cc3c(s2)CCC3)n1
→ 3	0	-1	-1	-2	-4	-10	1	-6
- O=C(NC(Cc1c[nH]c2ccccc12)C(=O)O)c1ccccc1 (centres undefined)
→ 3	6	-1	10	1	0	2	5	1
- CC(C)(C)OC(=O)NCC1CCC(C(=O)NC[C@H](CC(=O)O)c2ccc(Cl)cc2)CC1 (some centres undefined)
→ -4	-4	-10	-4	2	-2	-2	-2	1
- Cc1ncoc1C(=O)N1CCCC(C(=O)c2ccc(C(F)(F)F)cc2)C1 (centres undefined)
→ -6	7	4	3	1	-1	-6	6	-3
- Cc1cc(N)n(-c2ccc(C(=O)O)cc2)n1
→ 0	-1	-6	0	-8	0	-5	-4	-5
- COC(=O)CCc1c(C)[nH]c(=S)[nH]c1=O
→ -8	2	-1	-1	0	2	10	4	3
- COc1ccc(SCCN2CC[C@@H](O)CCC2=O)cc1
→ 5	6	7	3	-2	2	x	2	3
- O=C(CN1CCN(Cc2ccc(Cl)cc2)C1=O)NCc1cccs1
→ -8	3	4	5	2	-1	-10	3	-2
- CCc1ccccc1NC(=O)c1nnn(CC(=O)Nc2ccccc2C)c1N
→ -2	1	-3	0	0	1	-3	1	7
- Cc1ccc(C(=O)CSc2nnc(Cn3nnc4ccccc43)n2C)cc1
→ 4	-4	-5	-2	-3	-2	29	-5	6
- O=C(NCCCN1CCN(CCCNC(=O)c2ccc3c(c2)OCO3)CC1)c1ccc2c(c1)OCO2
→ -2	-2	-14	-2	2	0	-3	3	5
- COc1ccc2c(c1)C(c1ccc([N+](=O)[O-])cc1)=NNC(c1ccco1)=N2
→ 6	3	-13	14	-2	-1	4	0	0
- CCCCCOC(=O)CSc1nc2c(c(=O)[nH]c(=O)n2C)n1Cc1ccc(Cl)cc1
→ 6	2	4	1	3	-2	6	4	2
- Cc1ccc(/C=N/N2CCN(c3ccccc3)CC2)cc1
→ -1	4	-3	6	4	1	9	5	4
- O=C(/C=C/c1ccco1)N1CCCC(c2ccccc2)C1 (centres undefined)
→ 1	23	4	5	1	0	10	-5	9
- CCCCN(C(=O)C1CCN(C(=O)c2ccccc2C)CC1)c1c(N)n(CCCC)c(=O)[nH]c1=O
→ -6	5	8	16	-2	0	4	-4	5
- Cc1noc(NC(=O)c2ccccc2Cl)c1C#N
→ 9	2	-1	9	3	-2	0	1	-4
- CCN1CCN(CC(=O)c2c[nH]c3ccccc23)CC1
→ 0	-4	3	4	2	4	4	4	1
- O=C(CNCc1cccs1)NC12CC3CC(CC(C3)C1)C2
→ 2	0	10	-1	-1	0	5	7	4
- CCOc1ccc(CCNC(=O)c2cccc(NC3=NC4CS(=O)(=O)CC4S3)c2)cc1OCC (centres undefined)
→ -3	0	24	-1	-3	-1	6	1	1
- Cn1c(=O)cc(SCC(=O)NCC2COc3ccccc3O2)c2ccccc21 (centres undefined)
→ 7	1	-6	5	-3	5	4	-4	12
- O=C(NCCSc1c[nH]c2ccccc12)c1ccc(Br)o1
→ 4	8	3	-3	-6	-1	-1	5	3

Retrieved by structure from the list above:
Sequence of screens: PAFAH2 FP inh	pPAFAH inh	PREPL inhibitor	PAFAH1B3 FP inh	PAD4 FP inh	LYPLA1 inh	GSTO1 inh	PAFAH1B2 FP inh	LYPLA2 inh
- Cn1c(=O)cc(SCC(=O)NCC2COc3ccccc3O2)c2ccccc21 (centres undefined)
→ 7	1	-6	5	-3	5	4	-4	12
- CCN1CCN(CC(=O)c2c[nH]c3ccccc23)CC1
→ 0	-4	3	4	2	4	4	4	1
- COc1ccc(S(=O)(=O)c2ccc(OC)cc2)cc1
→ 0	1	7	-9	3	1	2	2	2

New compounds follow.
Sequence of screens: PAFAH2 FP inh	pPAFAH inh	PREPL inhibitor	PAFAH1B3 FP inh	PAD4 FP inh	LYPLA1 inh	GSTO1 inh	PAFAH1B2 FP inh	LYPLA2 inh
- CCOc1ccc(S(=O)(=O)NCCC(=O)NC2CCCCC2)cc1
→ 3	-2	12	5	-8	-1	5	3	0
- CCOC(=O)Cc1csc(NC(=O)COC(=O)/C=C/c2ccc(OC)cc2)n1
→ 2	1	7	-2	2	x	x	8	x
- COc1ccc2cc(CN(CC3CCCO3)C(=S)Nc3ccccc3)c(=O)[nH]c2c1 (centres undefined)
→ -1	8	-3	3	-2	-4	3	6	-5
- Cc1nc(NCCN2CCOCC2)c2nnn(Cc3ccccc3Cl)c2n1
→ 2	13	18	-5	0	2	1	-1	6
- O=C(NC(=S)Nc1ccc2c(c1)OCCO2)c1cccc2ccccc12
→ -1	5	3	3	-8	-8	0	-2	-7
- O=C(/C=C/c1ccccc1)NC(=S)N1CCSCC1
→ -5	2	-1	9	3	-1	-5	7	9
- COC(=O)c1ccc(N2C(=O)C3CC(C)=C(C)CC3C2=O)cc1 (centres undefined)
→ 0	6	-2	-4	-2	5	4	3	7
- Cc1ccc(OCC(=O)N/N=C/c2ccncc2)cc1
→ 0	0	-10	3	-1	-1	-2	2	6
- COc1ccc(CCNS(=O)(=O)c2cnc(Cl)c(Br)c2)cc1OC
→ 2	1	1	-3	1	1	5	9	-2
- CC(C)Cc1nn2c(=O)cc(CSCC(=O)Nc3ccccc3F)nc2s1
→ 6	7	16	17	5	2	-2	5	3
- CCN(CC)C1=NC=CC(c2ccccc2)=CC1C (centres undefined)
→ -4	-1	20	-6	-3	2	-4	3	-6
- COc1cc(NC(=S)NCc2ccc(S(N)(=O)=O)cc2)c(OC)cc1Cl
→ -8	2	-5	7	0	-2	-4	-4	4
- CC1CCC(=O)N(CCC#N)CC1 (centres undefined)
→ 1	-2	-2	0	1	0	9	2	0
- COCCCNC(NC(=O)c1ccc(C)cc1)C(Cl)(Cl)Cl (centres undefined)
→ 7	7	6	2	-3	0	0	3	4
- O=[N+]([O-])c1ccccc1Nc1nc(-c2cccnc2)cs1
→ 9	9	15	9	-1	3	-2	4	5
- CCCCC1(Cc2cccc([N+](=O)[O-])c2)C(=O)N(c2ccccc2)N(c2ccccc2)C1=O
→ 7	3	-8	5	3	-1	-8	3	-1
- c1ccc(-n2nnnc2N2CCOCC2)cc1
→ 1	4	-5	8	-5	1	-4	6	1
- CC[C@H](C)[C@@H](C(=O)NCCCCCCCCCCC(=O)N1CCNCC1)n1cc(CCCCN=C(N)N)nn1
→ 0	4	9	1	-1	-1	4	0	-5
- CC12CC3CC(C)(C1)CC(C(=O)NCc1ccco1)(C3)C2
→ 0	3	1	2	-5	-3	5	15	0
- Oc1ccc(/C=N/Nc2ccc3ccccc3c2)c(O)c1
→ 5	25*	34	12	-5	-4	24	2	8
- Nc1cc(=O)nc(SCc2ccccc2)n1Cc1ccco1
→ -3	14	-2	7	2	-3	6	3	2
- COc1ccccc1NC(=O)c1ccc(S(=O)(=O)N2CCCC(C)C2)cc1 (centres undefined)
→ 7	0	-1	2	-1	7	-2	5	5
- COc1ccc(C2c3ccc(O)cc3Oc3ncn(CC(C)C)c(=N)c32)cc1 (centres undefined)
→ -1	3	-4	-5	0	1	0	2	5
- COCCCn1c(=O)c2ccccc2n(Cc2ccccc2C)c1=O
→ 0	1	-7	-4	-4	2	-2	-2	4
- CN(C)S(=O)(=O)c1cc(NC(=O)COC(=O)CC2CC3CCC2C3)ccc1Cl (centres undefined)
→ 77*	26*	5	1	-3	x	x	6	x
- O=C(/C=C/c1ccc(N2CCOCC2)cc1)c1ccccc1
→ 12	1	12	-2	1	-1	4	-3	-4
- CC(C)(C)OC(=O)NC(Cc1ccccc1)C(=O)O (centres undefined)
→ 3	3	6	-1	-3	-2	0	5	1
- CC(=O)c1sc(NC(=O)CSCc2c(C)noc2C)nc1-c1ccccc1
→ 3	3	9	8	-1	3	x	0	13
- C#CCSc1cc(C(F)(F)F)nc(-c2ccccn2)n1
→ -2	1	2	1	-2	1	3	1	5
- CCOC(=O)c1c(C)[nH]c(C(=O)OCC(=O)NCc2ccc(F)cc2)c1C
→ 1	-9	8	-2	0	-6	x	4	-9
- COc1ccc(NC(=O)OC(C)C)cc1
→ -6	3	5	0	1	2	9	-1	-4
- COc1ccc(/C=C2\CCCC3C2=NN(C(=O)CSc2ncn[nH]2)C3c2ccc(OC)cc2)cc1 (centres undefined)
→ -4	3	28	5	-2	-10	-6	3	2
- CCC(Sc1nc(N)c(NC(=O)c2ccc(Br)o2)c(=O)[nH]1)C(=O)O (centres undefined)
→ -4	0	0	11	1	3	-3	2	0
- O=C(Nc1scc(-c2ccccc2)c1C(=O)O)c1ccccc1F
→ 3	4	9	0	-4	3	-4	0	1
- COc1cc(/C=N/NC(=O)c2ccccn2)ccc1OC(=O)c1cccs1
→ -2	1	28	10	1	-4	-5	1	-1
- Cc1ccc(-c2cc(C(=O)NCc3cnn(C)c3)c3cc(Br)ccc3n2)cc1
→ 8	2	-1	1	1	2	4	2	-8
- Cc1nn(C(=O)c2ccco2)c(C)c1CN1C(=O)c2ccccc2C1=O
→ 9	6	-9	-5	2	2	-1	2	0
- Cc1nc(NCC2CCCO2)nc2c1C(=O)CC(C)(C)C2 (centres undefined)
→ 4	-2	10	2	-4	4	2	5	6
- CCN(CC)S(=O)(=O)c1cc(NS(=O)(=O)c2cccc(Cl)c2Cl)ccc1C
→ 3	-1	18	4	-1	4	5	7	6
- Cc1ccc(-c2nsc(SCC(=O)Nc3ccc4c(c3)OCO4)n2)cc1
→ -1	6	0	8	0	-5	7	1	3
- Cc1ccccc1-c1nc(S(=O)(=O)c2ccccc2)c(NCCCN2CCOCC2)o1
→ 2	6	9	2	2	x	x	-5	x
- COc1ccc(Oc2nc(C)nc3c2oc2ccccc23)cc1
→ 1	-4	2	10	-1	-3	-12	8	-4
- O=C(Nc1cccnc1Cl)c1cc(-c2ccc(Cl)cc2)on1
→ -6	2	-3	3	-3	1	3	-4	-5
- CCOC(=O)c1c(NC(=O)OC)sc2c1CCC2
→ -5	1	-5	5	-2	0	14	3	-1
- CCOC(=O)CCCNC(=O)CN1C(=O)NC(c2ccccc2)(c2ccccc2)C1=O
→ 9	-1	8	0	2	5	1	2	1
- O=C(NCCN1CCCC1)c1cc(-c2ccncc2)nc2ccc(S(=O)(=O)N3CCOCC3)cc12
→ -2	4	4	5	-5	-2	3	6	-5
- COc1ccccc1NC(=O)CCN1CCN(c2ccc(Cl)cc2)CC1
→ 0	7	40	16	-5	-4	2	9	4
- Cc1cccc(OC2(c3ccccc3)OC(=O)c3ccccc32)c1C (centres undefined)
→ 5	2	-19	0	-1	-2	-5	3	-3
